HCMV antiviral: inhibitors of human cytomegalovirus; hit rate 4.5% among 410,000; HFF cells, HCMV-luciferase reporter, 72 h; stronger effect = lower value; AID 1259415; activity change, negative = inhibition, % at 57.5 µM; in the data active = activity change below about -60%; inconclusive = no clear call, values can overlap the other calls; inactive = above about -39%
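Steps: HFFs plated, 16 h 37C; compounds added; HCMV-luciferase added to MOI 1 PFU/cell; 72 h 37C; OneGlo reagent, 5 min room temperature; luminescence read, normalized to controls.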
AmpC detergent: inhibitors of E. coli AmpC beta-lactamase with detergent. AmpC hydrolysis of nitrocefin, absorbance 480 nm, 0.01% Triton. Potency, µM (highest dose often 114 µM), without a hit: top-dose activity change, negative = inhibition, usual class: inhibitors. hit rate 0.041% among 370,000; active = well fitted inhibition curve with a large enough effect; inconclusive = small, poorly fitted or top-dose-only effect;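 note: potency is the fitted concentration of half-maximal effect; 0% = no-compound wells and -100% = no-enzyme wells; nearly all actives have a fitted effect of over 25% in size; some results filed as inactive show a strong effect at the top dose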
Target sequence (P00811 whole entry, looked up): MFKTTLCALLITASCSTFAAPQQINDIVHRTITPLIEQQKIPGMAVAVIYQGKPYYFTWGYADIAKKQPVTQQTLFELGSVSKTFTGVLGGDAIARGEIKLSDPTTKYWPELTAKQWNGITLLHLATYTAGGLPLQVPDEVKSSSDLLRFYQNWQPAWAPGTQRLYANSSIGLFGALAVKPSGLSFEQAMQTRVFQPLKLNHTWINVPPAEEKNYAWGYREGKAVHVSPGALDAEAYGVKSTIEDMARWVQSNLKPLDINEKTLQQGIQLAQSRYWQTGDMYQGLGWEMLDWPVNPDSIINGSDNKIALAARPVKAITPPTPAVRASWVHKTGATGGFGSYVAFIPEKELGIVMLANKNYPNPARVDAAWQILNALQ
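AmpC (5.3 nM in the dispensed reagent) in 20 mM phosphate pH 7.0 with 0.01% (detergent screen) or 0.0001% Triton X-100 was preincubated with compounds for 15 min at room temperature. Nitrocefin was then added from an 800 uM solution, and hydrolysis was followed at 480 nm.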
Active calls of the source: *; ? = inconclusive. Unless noted, % is set by controls: 0 for no effect and ±100 for the full control effect. This is a subset, so the mix of outcomes need not match the whole.

SMILES	HCMV antiviral	AmpC detergent
CCn1c(SCc2ccccc2F)nc(=O)c2c(C(=O)OC)cc(C3CC3)nc21	-1	23%
CC(C)CC(C(=O)NCCc1ccccc1)N1Cc2ccccc2C1=O (stereo not given)	-28	-5%
Cc1ccc(C)c(NC(=O)Cn2c(=O)oc3cc(S(=O)(=O)NCc4ccccc4)ccc32)c1	-5	2%
CCN(CC)CCn1c(-c2ccccc2)csc1=Nc1ccccc1	-21	6%
O=C(NCCN1CCCCC1)c1ccc(Cn2c(SCc3ccccc3)nc3cccnc32)cc1	-12	24%
CCCn1c(=O)c2sccc2n2c(CCCC(=O)Nc3cccc(CC)c3)nnc12	?	2%
COC(=O)c1ccc(Nc2ncnc3c2cnn3-c2ccccc2)cc1	-34	2%
Cc1ccc(Cl)cc1N1CCN(c2nc3ccccc3c3nc(-c4cccnc4)nn23)CC1	11	2%
CCOC(=O)CNC(=O)Nc1cc(C(=O)NCc2ccccc2OC)ccc1N1CCCC1	15	9%
COc1ccc(NC(=O)Nc2cc(-c3cn4cccnc4n3)ccc2C)cc1	12	-1%
CCN1C(=O)c2ccccc2Sc2ccc(NC(=O)COc3ccc(Cl)cc3)cc21	-30	5%
CCCC(=O)Oc1c(Sc2ccc(C)cc2)c(C)nn1-c1ccccc1	-7	0%
Cc1c(NS(=O)(=O)c2ccccc2)cc(C(C)C)c(O)c1S(=O)(=O)c1ccc(Cl)cc1	-37	7%
Cc1ccccc1NC(=O)c1c(NC(=O)c2cccs2)sc2c1CCC(C)C2 (stereo not given)	-5	5%
Cc1ccc2oc(-c3ccc(Cl)cc3)c(O)c(=O)c2c1	-77*	26%
CCC1CCCCN1S(=O)(=O)c1ccc2c(c1)CCCN2C(C)=O (stereo not given)	-12	-6%
CCOc1ccc(-n2cc(-c3ccccc3)c3c(Nc4cccc(F)c4)ncnc32)cc1	-8	6%
N=c1n(CCO)c2ccccc2n1Cc1ccccc1F	-13	8%
O=[N+]([O-])c1ccc(C(c2sc3nc(-c4ccco4)nn3c2O)N2CCN(Cc3ccccc3)CC2)cc1 (stereo not given)	6	0%
Cc1ccc(NC(=O)N2CC=C(c3c[nH]c4ccccc34)CC2)cc1Cl	-66*	12%
COc1ccccc1-c1nc2cc(NC(=O)c3ccccc3Cl)ccc2o1	33	-1%
COc1cc2c(cc1NC(=O)COc1cc(C)ccc1C)oc1ccccc12	-5	-3%
CCOc1ccc(CNC(=O)c2ccc(-c3nc(CSc4ccc(C)cc4)c(C)o3)cc2)cc1	-6	15%
COc1ccc(C)cc1NC(=O)CN(c1cc(C(F)(F)F)ccc1Cl)S(C)(=O)=O	-9	-1%
Cc1cccc(N2CCN(C(=O)C3CCCN(C(=O)c4cc5sccc5n4C)C3)CC2)c1C (stereo not given)	-22	24%
Cc1nn(C)c2c1c(-c1ccccc1)cc(=O)n2Cc1ccccc1C#N	2	5%
COc1ccccc1N1CCN(C(=O)c2nn(-c3ccc(C)cc3)c(=O)n(C)c2=O)CC1	9	0%
Cc1cccc(OCCn2c(-c3ccc(Cl)cc3)nc3ccccc3c2=O)c1	22	-2%
CCn1cc(C(=O)NCCc2ccccc2)c(=O)c2cc(S(=O)(=O)N3CCOCC3)ccc21	-6	2%
COc1ccccc1C(=O)NCC(c1cccnc1)N1CCc2ccccc2C1 (stereo not given)	-18	14%
CS(=O)(=O)c1ccccc1-c1nnc(NC(=O)c2ccc3c(c2)OCCO3)o1	53	8%
Cc1ccc2occ(CC(=O)N(Cc3ccc(N(C)C)cc3)C3CCS(=O)(=O)C3)c2c1 (stereo not given)	21	6%
CC1CCc2nc(NC(=O)Cc3ccc(Cl)cc3)sc2C1 (stereo not given)	10	21%
COc1cc(NC(=O)CSc2nc3nc(C)c(Cc4ccccc4)c(C)n3n2)cc(OC)c1OC	-4	5%
COc1ccc(NC(=O)Cn2cc(S(=O)(=O)N3CCC(C)CC3)c3ccccc3c2=O)cc1Cl	-9	16%
CCCOc1ccccc1C1C(C(=O)Nc2ccccc2)=C(C)Nc2nnnn21 (stereo not given)	-16	3%
Cc1ccc(NC(=O)Cn2c(=O)n(Cc3ccco3)c(=O)c3sc4ccccc4c32)c(C)c1	-2	14%
COCCNC(=O)CSc1nc2cc3c(cc2c(=O)n1CCCCCC(=O)NCc1ccc(OC)cc1)OCO3	-3	8%
O=S(=O)(NCC(c1ccco1)N1CCN(c2ccc(F)cc2)CC1)c1cc(F)ccc1F (stereo not given)	-4	1%
O=C(Nc1cc(Cl)cc(Cl)c1)c1ccc(F)c(S(=O)(=O)N2CCc3ccccc32)c1	-96*	-4%
Cn1nnc2c(NCc3ccc(Cl)cc3)ncnc21	18	0%
COc1ccccc1NC(=O)c1oc2ccccc2c1NC(=O)c1ccccc1C(F)(F)F	9	2%
CC(=O)N1CCCc2cc(S(=O)(=O)N3CCN(c4ccccc4F)CC3)ccc21	-27	3%
Cc1nnc(N2CCN(c3ccccc3F)CC2)c2c1nnn2Cc1ccccc1Cl	-4	24%
CCc1ccc(NC(=O)CN2C(=O)C(c3ccc(C)cc3)=NC23CCCCC3)cc1	?	0%
Cc1cc(F)ccc1NC(=O)Cn1nc(N2CCN(c3ccccc3)CC2)ccc1=O	-26	0%
COc1ccccc1/C=C/c1nc(C#N)c(NC(C)c2ccccc2)o1 (stereo not given)	81	-6%
CCOC(=O)C(CC)n1nnc2sc(-c3ccccc3)cc2c1=O (stereo not given)	-36	10%

Complete entries, quoted from the list. Order of values: HCMV antiviral, AmpC detergent
O=S(=O)(NCC(c1ccco1)N1CCN(c2ccc(F)cc2)CC1)c1cc(F)ccc1F (stereo not given) in the list: -4, 1%
COCCNC(=O)CSc1nc2cc3c(cc2c(=O)n1CCCCCC(=O)NCc1ccc(OC)cc1)OCO3 in the list: -3, 8%

Going on with the list.
SMILES	HCMV antiviral	AmpC detergent
CC(Oc1ccc(F)cc1)C(=O)NCC1(N(C)C)CCCCC1 (stereo not given)	-19	20%
COc1cc(OC)c(NC(=O)C(C)n2c(=O)cc(-c3ccccc3)c3c(C)nn(C)c32)cc1Cl (stereo not given)	-5	7%
COC(=O)c1ccc2c(c1)N(CC(=O)Nc1cccc(Cl)c1C)C(=O)c1ccccc1S2	-34	?
Cc1cccc(N2CCN(c3c4c(nc5nncn35)CCC4)CC2)c1C	?	12%
Cc1ccc(NC(=O)CCCN2C(=O)COc3ccc(C)cc32)c(Cl)c1	11	-3%
Cc1cccc(N2C(=O)C(CC(=O)Nc3ccccc3)N(C3CCCCC3)C2=O)c1 (stereo not given)	17	7%
CC1=C(c2ccc(C)c(C)c2)S(=O)(=O)N=C1N1CCC(C(=O)NCc2ccc(N(C)C)cc2)CC1	2	5%
O=C(COc1ccc(F)cc1)NC1CC(=O)N(c2ccc3c(c2)OCCO3)C1 (stereo not given)	-108*	2%
COc1ccc(NC(=O)CSCc2cc(=O)c3cc(Cl)ccc3[nH]2)cc1	4	5%
CC1CCN(c2nc3ccc(C(=O)NC(C)C)cc3s2)CC1	40	4%
CCCCCn1cc2c(c1-c1ccc(Cl)cc1)c(=O)n(C)c(=O)n2C	0	23%
COc1ccc(C)cc1NC(=O)C(=O)NCCc1csc2nc(-c3ccccc3F)nn12	7	4%

A stretch taken from the entries so far, for reference:
SMILES	HCMV antiviral	AmpC detergent
CCn1c(SCc2ccccc2F)nc(=O)c2c(C(=O)OC)cc(C3CC3)nc21	-1	23%
CC(C)CC(C(=O)NCCc1ccccc1)N1Cc2ccccc2C1=O (stereo not given)	-28	-5%
Cc1ccc(C)c(NC(=O)Cn2c(=O)oc3cc(S(=O)(=O)NCc4ccccc4)ccc32)c1	-5	2%
CCN(CC)CCn1c(-c2ccccc2)csc1=Nc1ccccc1	-21	6%
O=C(NCCN1CCCCC1)c1ccc(Cn2c(SCc3ccccc3)nc3cccnc32)cc1	-12	24%

Next compounds follow.
SMILES	HCMV antiviral	AmpC detergent
Cc1ccc(-n2ncc3c(NCCCc4ccccc4)ncnc32)cc1	31	4%
Cc1ccccc1NS(=O)(=O)c1nnc(NC(=O)c2ccco2)s1	18	16%
CC1CCN(S(=O)(=O)c2ccc3c(c2)c(=O)c(C(=O)N2CCN(c4cccc(Cl)c4)CC2)cn3C)CC1	8	3%
CSCCC(NS(=O)(=O)c1ccc2c(c1)oc(=O)n2C)C(=O)NCc1ccc(Cl)cc1 (stereo not given)	-34	13%
CCCCc1ccc(-n2nc3ccc(NC(=O)c4cc5ccccc5o4)cc3n2)cc1	-82*	13%
COc1ccc(CCNC(=O)CCn2c(=O)c3cccn3c3cccnc32)c(OC)c1OC	12	1%
CCC(=O)N1CCc2cc(S(=O)(=O)NC(CC(C)C)C(=O)NCc3cccc(OC)c3)ccc21 (stereo not given)	-3	3%
CCc1ccc(OCC2c3cc(OC)c(OC)cc3CCN2C(=O)c2ccc(S(=O)(=O)N3CCCC3)cc2)cc1 (stereo not given)	-3	0%
CCOC(=O)c1ccccc1NC(=O)Cc1c(C(=O)O)c(C)cn1C	-2	-7%
CC(C)COc1cccc(C(=O)Nc2ccc(-c3nc4ncccc4o3)cc2)c1	7	11%
O=S(=O)(Nc1ccc(-c2ccc(N3CCCCCC3)nn2)cc1)c1cccc(C(F)(F)F)c1	-5	2%
COc1ccccc1CNC(=O)C1CCN(c2nn3c(=O)cc(C)nc3s2)CC1	-5	-6%
Cc1ccc2oc3c(c(=O)c2c1)C(c1ccc(F)cc1)N(Cc1ccc2c(c1)OCO2)C3=O (stereo not given)	-7	25%
CCOC(=O)c1c(NC(=O)CS(=O)(=O)c2ccc(C)cc2)sc2c1CCC(C)C2 (stereo not given)	0	8%
Cc1cccc(-c2nc3c4ccccc4nc(NCc4ccc(Cl)cc4)n3n2)c1	-4	5%
COc1ccc(CNc2nc3c(-c4ccccc4)nnn3c3ccccc23)cc1	-29	12%
O=C(Cc1ccc(F)cc1)N1CCC(c2nc3c(nnn3Cc3ccc(F)cc3)c(=O)[nH]2)CC1	8	21%
COc1ccc(C)cc1NC(c1nnc(-c2ccccc2)o1)c1ccc(F)cc1Cl (stereo not given)	-5	0%
COc1ccc(-c2cc(C(F)(F)F)n3nc(C(=O)Nc4sc5c(c4C#N)CCC(C)C5)cc3n2)cc1OC (stereo not given)	-2	-1%
O=C(c1ccco1)n1nc(-c2ccccc2)nc1NCc1ccc(Cl)cc1	22	1%
CC1=C(C(=O)Nc2cccnc2)C(c2ccc(F)cc2)n2nc(SCc3ccccc3)nc2N1 (stereo not given)	-14	5%
CC1CCCN(c2nc3c(S(=O)(=O)c4ccc(C(C)C)cc4)nnn3c3ccsc23)C1 (stereo not given)	20	15%
Cc1c(Cl)cccc1-c1ccc(/C=C(\C#N)c2nc3ccccc3[nH]2)o1	?	6%
COc1ccc(-c2cc(C(=O)Oc3ccc(C#N)cc3)no2)cc1	13	4%
COc1ccc(OC)c(NC(=O)c2cnc(Nc3ccc(C)c(Cl)c3)c3ccccc23)c1	?	9%
CC(=O)Nc1ccc(NC(=O)C2CCN(c3c(NC(C)=O)c(C)nn3-c3ccccc3)CC2)cc1	45	12%
Cc1ccc2oc3c(c(=O)c2c1)C(c1cccc(O)c1)N(CCCN1CCOCC1)C3=O (stereo not given)	10	23%
Fc1ccc(CN2CCc3nc(N4CCN(c5ccccc5F)CC4)ncc3C2)c(F)c1	-23	0%
O=C(Cc1ccc(Cl)cc1)Nc1ccc2oc(-c3ccccc3)nc2c1	1	8%
Cc1ccc2c(c1)N(C(=O)CCC(=O)NCc1ccccc1Cl)CC(C)O2 (stereo not given)	-15	-6%
COC(=O)c1ccc(NC(=O)CCc2c(C)nc3c(-c4ccccc4)c(C)nn3c2C)cc1	3	-14%
CCCc1ccc(OC(C)c2nc(-c3ccc(-n4cccc4)cc3)no2)cc1 (stereo not given)	?	2%
O=C(C1CCCN(S(=O)(=O)c2cccc3nsnc23)C1)N1CCN(c2ccccc2)CC1 (stereo not given)	-40	2%
CCc1ccccc1NC(=O)Cn1c(=O)n(-c2ccccc2)c(=O)c2oc3ccccc3c21	?	4%
CCc1ccccc1NC(=O)N1CCCn2nc(C)cc21	-37	18%
CCc1ccc(CNC(=O)c2ccc3c(Cl)c4c(nc3c2)CCCC4)cc1	-26	16%

In another format: entries from further up
The line under a structure holds: HCMV antiviral, AmpC detergent
CCCc1ccc(OC(C)c2nc(-c3ccc(-n4cccc4)cc3)no2)cc1 (stereo not given)
  ?, 2%
CCc1ccccc1NC(=O)N1CCCn2nc(C)cc21
  -37, 18%
CCc1ccccc1NC(=O)Cn1c(=O)n(-c2ccccc2)c(=O)c2oc3ccccc3c21
  ?, 4%
Cc1ccc2oc3c(c(=O)c2c1)C(c1cccc(O)c1)N(CCCN1CCOCC1)C3=O (stereo not given)
  10, 23%
COc1ccc(OC)c(NC(=O)c2cnc(Nc3ccc(C)c(Cl)c3)c3ccccc23)c1
  ?, 9%
O=C(C1CCCN(S(=O)(=O)c2cccc3nsnc23)C1)N1CCN(c2ccccc2)CC1 (stereo not given)
  -40, 2%

New compounds follow
SMILES	HCMV antiviral	AmpC detergent
CCOc1ccc(CCNC(=O)c2cn(-c3ccc(OC)cc3)c(=O)c3ccccc23)cc1OCC	-4	-3%
CCOc1ccc(NC(=O)COc2ccc(S(=O)(=O)NC3CCCCC3)cc2)cc1	10	22%
Cc1ccccc1-c1nc(CN2CCC(C(=O)NCc3ccccc3Cl)CC2)c(C)o1	13	-5%
CCOC(=O)c1ccc(NC(=O)Nc2c[nH]c(=O)[nH]c2=O)cc1	-5	-1%
